# UHRF1 MBD2 ctr: human UHRF1 methylated DNA binding inhibitors; Q96T88; UHRF1 binding to methylated oligo, TR-FRET; inhibition, % at 4.4 µM; 0.75% of 370,000 active; AID 687016; in the data active means inhibition above about 21%;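 further: UHRF1 SRA domain binding a hemimethylated CpG hairpin DNA probe; 0% = median of test compound wells and 100% = reference inhibitor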
# MBD2 inh: MBD2-methylated oligo binding inhibition; Q9UBB5; inhibition, % at 4.4 µM; TR-FRET, MBD2 binding to methylated oligonucleotide; 0.31% of 370,000 active; AID 686964; in the data active means inhibition above about 13%
# HTRA1 inhibitor: blocks human HTRA1 serine peptidase. recombinant HTRA1, FP-rhodamine activity-based probe, fluorescence polarization. inhibition, % at 5.96 µM. 0.5% of 340,000 active. AID 504803; in the data active means inhibition above about 36%;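 further: 0% = enzyme with DMSO and 100% = wells lacking enzyme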
# Target sequence (Q92743 whole entry, looked up): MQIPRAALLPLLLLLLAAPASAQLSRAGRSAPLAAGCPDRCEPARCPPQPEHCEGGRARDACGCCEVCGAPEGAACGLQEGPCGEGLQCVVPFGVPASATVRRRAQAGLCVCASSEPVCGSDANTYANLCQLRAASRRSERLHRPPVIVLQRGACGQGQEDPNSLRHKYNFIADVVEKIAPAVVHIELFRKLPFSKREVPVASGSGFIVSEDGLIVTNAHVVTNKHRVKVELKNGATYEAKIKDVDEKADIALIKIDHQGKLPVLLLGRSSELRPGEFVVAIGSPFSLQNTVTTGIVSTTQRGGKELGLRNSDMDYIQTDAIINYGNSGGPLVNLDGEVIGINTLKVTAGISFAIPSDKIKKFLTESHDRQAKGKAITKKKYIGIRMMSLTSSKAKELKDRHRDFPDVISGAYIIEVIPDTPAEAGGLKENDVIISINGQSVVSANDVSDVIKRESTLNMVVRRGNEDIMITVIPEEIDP
# rCAG binder: binds r(CAG) RNA repeats; r(CAG) RNA repeat, TO-PRO-1 dye displacement fluorescence; inhibition, % at 3 µM; 1.3% of 370,000 active; AID 651821;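 active means inhibition above the plate cutoff, the mean of all test compounds on that plate plus 3 SD, cut at about 35% in these data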;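 further: 0% = DMSO alone and 100% = 100 µM mitoxantrone as full dye displacement; higher means more dye released from RNA so lower well fluorescence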
# SIAE primary: blocks human sialic acid acetylesterase; 0.69% of 370,000 active; inhibition, % at 9.66 µM; Q9HAT2; SIAE FP-Rh probe binding, fluorescence polarization;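 active means inhibition above a cutoff: mean of compounds within the control limits plus 3 SD of those, cut at about 17% in these data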;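 further: 0% = plate median of compound wells and 100% = probe without SIAE protein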
# NPR1 activator: GC-A (human) enzyme activation | P16066 | HEK293 GC-A cells, cGMP TR-FRET, EC30 ANP; 0% at EC30 ANP, 100% saturating ANP | activation, % at 10 µM | 0.14% of 370,000 active; in the data active means activation above about 40%
# TCR CD3 inh: human TCR-CD3 binding inhibition | TAMRA-labeled TCR probe fluorescence, biochemical | inhibition, % at 9.4 µM | 0.37% of 360,000 active | AID 651800; in the data active means inhibition above about 19%;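 further: recombinant mutant TCR 2C K166C tagged with TAMRA read by polarization; 0% = receptor in buffer alone and 100% = receptor with positive control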
# PRMT1 inh: PRMT1 (human) inhibition, primary screen; Q99873; recombinant PRMT1, activity-based probe fluorescence polarization; inhibition, % at 2.79 µM; 1.3% of 370,000 active; AID 652257;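 active means inhibition above about 21% made by adding two undisclosed values, limit read from the data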
# Target sequence (Q99873 whole entry, looked up): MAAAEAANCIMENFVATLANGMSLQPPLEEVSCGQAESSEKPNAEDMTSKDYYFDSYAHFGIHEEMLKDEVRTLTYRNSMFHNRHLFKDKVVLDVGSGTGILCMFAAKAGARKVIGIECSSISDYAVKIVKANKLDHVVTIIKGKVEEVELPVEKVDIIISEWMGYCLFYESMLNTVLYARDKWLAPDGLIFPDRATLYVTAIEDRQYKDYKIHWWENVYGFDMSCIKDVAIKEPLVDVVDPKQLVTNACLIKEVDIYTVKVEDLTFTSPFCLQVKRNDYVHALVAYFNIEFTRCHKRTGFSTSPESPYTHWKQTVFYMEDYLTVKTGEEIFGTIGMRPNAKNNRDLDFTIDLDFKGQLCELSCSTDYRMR
# NPR2 activator: GC-B (human) receptor activation | P20594 | HEK293-GC-B cells, CNP EC30, cGMP TR-FRET; 0% at EC30 CNP, 100% saturating CNP | activation, % at 10 µM | 0.11% of 370,000 active | AID 1920062;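 active means activation at 10 µM reaching about 35% in either raw or pattern-adjusted values, limit read from the data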
# ABHD4 inh: ABHD4 (mouse) inhibition, primary FP screen. purified mABHD4, FP-Rh probe fluorescence polarization. 0.54% of 370,000 active. Q8VD66. AID 720543. inhibition, % at 8.92 µM;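 active means inhibition exceeding the mean over every tested compound plus 3 SD, cut at about 30% in these data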;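 further: 0% = plate median of compound wells and 100% = S159A mutant with DMSO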
#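 Test system: mABHD4 protein; Read-out basis: % inhibition; Incubation: 45 min + 60 min at 25 °C; Repeats: single replicate; Technique: fluorescence polarization with parallel and perpendicular emission, 525/598 nm; Compound: 8.92 µM, single dose; Benchmarks: full inhibition S159A mutant plus DMSO, zero as sample-well median.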
# Numbers without * were called inactive; . = not tested or not shown. The list is partial (hit frequency here may not be typical).
Compound	UHRF1 MBD2 ctr	MBD2 inh	HTRA1 inhibitor	rCAG binder	SIAE primary	NPR1 activator	TCR CD3 inh	PRMT1 inh	NPR2 activator	ABHD4 inh
CC(=O)C1CCC2C3CCC4CC(=O)CCC4(C)C3C(C)(O)CC12C (stereo not given)	0	-4	2	-2	8	-1	1	-3	0	-2
CC(C)C(=O)Nc1c(-c2cccc(Cl)c2)c(=O)c2ccccc2n1C	1	-5	-5	0	-2	-1	6	2	-1	4
CCc1nc2ccc(C(=O)NCCNC(C)=O)cn2c1N(C)CCCc1ccccc1	3	5	.	-1	7	-1	-1	3	-1	-4
CN(C)/C=C1\N=C(c2ccc(Cl)cc2Cl)OC1=O	18	16*	2	-8	-5	21	-5	0	-12	-4
Cc1c(Cl)cccc1NC(=S)NCC(c1cccnc1)N(C)C (stereo not given)	9	-3	7	-4	2	-1	12	-2	3	1
C=CCCC(=O)N1C[C@H]2CON(C)[C@H]2C[C@H]1c1ccc(-n2ccnc2)cc1	2	0	.	3	-5	0	8	-2	0	-2
CCOC(=O)/C(C#N)=C/c1cn(CCC(=O)O)nc1-c1ccc(Br)cc1	0	5	0	27	-1	-2	3	4	-13	-1
C/C(=N\NC(=O)c1ccccc1O)C1C(=O)c2ccccc2C1=O	-6	-5	30	72*	9	3	33*	1	-9	46*
Cc1cccc(C(CC(=O)NCc2ccco2)c2ccccc2)c1O (stereo not given)	0	0	-6	0	-6	-6	4	1	-6	-6
COc1ccc([C@H]2C[C@@H](n3cc(-c4ccc(F)cc4)nn3)[C@H](O)CN2CC2CCCCC2)cc1	0	-4	-57	4	-20	-17	8	-3	-7	-2
O=[N+]([O-])c1cnn(-c2nc(-c3ccco3)cc(C(F)(F)F)n2)c1	0	1	10	-1	-4	-2	0	-4	2	-2
COc1ccc(-c2nnn(CC(=O)N(Cc3cccs3)C(C)C(=O)NC3CCCC3)n2)cc1OC (stereo not given)	2	6	-9	-6	3	0	5	0	-14	1
O=C(CSC1=NCCN1)Nc1cccc([N+](=O)[O-])c1	-1	0	5	2	3	-3	11	34*	0	6
CCn1cc(C(=O)O)c(=O)c2cc(S(=O)(=O)N3CCCCCC3)ccc21	-3	0	8	3	-3	-6	2	-1	-4	8
O=C(c1cccc(N2C(=O)c3ccccc3C2=O)c1)N1CCCCCC1	19	8	1	-6	-6	1	-3	4	1	-1
O=C(NCCN1CCOCC1)c1ccc(Cl)c(Cl)c1	-2	5	-5	3	-3	-3	0	-1	-2	-3
CN(C)c1nc(N2CCOCC2)nc(N(c2ccccc2)c2ccccc2)n1	-2	2	0	-4	3	3	6	1	7	0
O=C1NC(=NCc2ccccc2)S/C1=C/c1ccc(O)cc1	1	-2	-17	6	-6	-4	2	-3	-4	-13
CCOC(=O)CCc1n[nH]c(=O)[nH]c1=O	-1	-1	3	1	5	-2	-3	-2	0	0
CCN1CCN(CCCNC(=O)CCC(=O)N2CCOc3ccccc32)CC1	0	1	-1	-1	1	3	3	-2	1	6
NC(=O)CSc1nnc(Cc2csc(Nc3ccccc3)n2)n1Cc1ccccc1	1	5	1	-8	12	-10	6	0	2	7
CCN(C(=O)COC(=O)c1ccc(SC)cc1OC)C1CCS(=O)(=O)C1 (stereo not given)	2	8	3	1	8	3	-9	1	0	-13
CCCN1CCN(c2nc(-c3cccs3)nc3ccccc23)CC1	2	3	-9	-1	0	3	-4	1	0	-3
COc1ccc(Br)cc1CNC(C)c1ccccc1 (stereo not given)	5	2	-1	-2	-2	-16	2	2	-10	-4
O=C(c1ccc(F)cc1)C(CCCCCC(CN1CCOCC1)C(=O)c1ccc(F)cc1)CN1CCOCC1 (stereo not given)	2	0	.	-2	-3	0	1	2	2	7
O=C(Oc1ccccc1)c1cc2ccccc2oc1=O	0	-1	-3	0	2	-3	7	-2	1	-7
CO[C@@H]1CN(C)C(=O)c2cc(NC(=O)Nc3ccc4c(c3)OCO4)ccc2OC[C@@H](C)N(C)C[C@H]1C	-1	-1	.	5	5	1	3	3	4	5
Cc1ccccc1NC(=O)N1CCN(c2ncccn2)CC1	1	-3	8	3	-1	1	9	5	0	8
CC(=O)NC(CCS(C)(=O)=O)C(=O)Nc1cccc(C(C)=O)c1 (stereo not given)	3	5	9	0	2	-1	-1	5	3	0
CCn1c(Cc2ccccc2)nnc1SCC(=O)Nc1ccc(OC)cc1	-1	0	7	-8	3	1	4	-2	5	-2
C/C(=N\NC(=S)NC(C)C)c1ccc(-n2ccnc2)cc1	-2	8	-6	-6	7	6	1	4	8	6
O=C1/C(=C/c2ccc(C(=O)O)cc2)CCC/C1=C\c1ccc(C(=O)O)cc1	8	0	13	8	4	2	-3	0	3	-6
COc1ccc(NS(=O)(=O)c2ccc(SC)cc2)cc1	1	3	-10	3	1	-3	1	0	-2	-8
CCCCCCCC(=O)NNC(=O)c1ccc(F)cc1	-3	0	1	2	3	-2	4	0	5	5
CCC(=O)c1ccc(OCC(=O)OCC(=O)N2c3ccccc3NC(=O)C2(C)C)cc1	-2	-6	10	1	4	8	2	-2	-1	4
NC(c1csc(Nc2ncccn2)n1)C1CCCCC1 (stereo not given)	1	3	.	12	3	1	-2	2	3	-1

# One compound at a time, as listed above.
# CCC(=O)c1ccc(OCC(=O)OCC(=O)N2c3ccccc3NC(=O)C2(C)C)cc1 across the screens: UHRF1 MBD2 ctr: -2; MBD2 inh: -6; HTRA1 inhibitor: 10; rCAG binder: 1; SIAE primary: 4; NPR1 activator: 8; TCR CD3 inh: 2; PRMT1 inh: -2; NPR2 activator: -1; ABHD4 inh: 4
# Cc1ccccc1NC(=O)N1CCN(c2ncccn2)CC1 across the screens: UHRF1 MBD2 ctr: 1; MBD2 inh: -3; HTRA1 inhibitor: 8; rCAG binder: 3; SIAE primary: -1; NPR1 activator: 1; TCR CD3 inh: 9; PRMT1 inh: 5; NPR2 activator: 0; ABHD4 inh: 8

# The list continues:
Compound	UHRF1 MBD2 ctr	MBD2 inh	HTRA1 inhibitor	rCAG binder	SIAE primary	NPR1 activator	TCR CD3 inh	PRMT1 inh	NPR2 activator	ABHD4 inh
Cn1c(SCC(=O)N2CCN(c3ccccc3)CC2)nnc1-c1ccncc1	1	-6	-3	-4	10	6	-1	1	-6	1
O=C(/C(N=Nc1cccc(C(F)(F)F)c1)=C(/O)c1cccs1)C(F)(F)F	-3	2	-5	22	11	0	5	2	5	-10
COc1ccccc1N1CCN(C(=O)C(=O)c2c(C)[nH]c3ccccc23)CC1	-2	-5	-2	0	-4	-9	3	-7	-1	-6
COc1ccc(NC(=O)C(C)SCc2ccccc2)cc1OC (stereo not given)	0	1	-3	0	5	2	2	3	-1	10
COc1ccccc1-n1cnnc1SCc1csc(-c2ccccc2)n1	-1	0	-10	3	-1	5	2	-2	-10	-2
O=C(COc1ccc(Cl)cc1)NNC(=O)c1ccccc1C(=O)O	12	2	-2	0	-1	0	3	-1	1	2
Cc1cc(=O)oc2cc(OCC(=O)OC(C)C(=O)Nc3ccc(S(N)(=O)=O)cc3)ccc12 (stereo not given)	0	3	-3	6	0	-4	3	-3	3	4
CC(C)(C)c1ccc(SCC(N)=O)cc1	2	6	4	-1	6	-2	-2	2	-2	2
NS(=O)(=O)c1ccc(CCNC(=O)c2cc([N+](=O)[O-])ccc2N2CCCCC2)cc1	-1	-5	-2	2	-4	-4	8	0	-3	1
Clc1ccc(-c2c[n+](Cc3cccc(Cl)c3)c3n2CCC3)cc1	-2	-6	1	10	2	4	2	-3	4	10
FC(F)(F)c1cc(-c2cccs2)nc(N2CCOCC2)n1	-1	1	-3	-3	-1	-8	2	0	-9	-1
O=C(Nc1ccc(N2CCCCC2)cc1)c1cc(S(=O)(=O)N2CCOCC2)ccc1F	2	-3	2	3	1	2	-5	6	-2	-5
O=C(NNC(=O)C1CCN(c2ncccn2)CC1)c1ccc(F)cc1	-3	5	1	0	-4	3	4	4	1	4
O=S(=O)(NC1CCCCC1Oc1ccccc1)c1ccc(Cl)cc1 (stereo not given)	0	2	-32	-3	-1	-14	0	0	-7	-1
Cc1ccc(N2CC(c3nc4ccccc4n3C)CC2=O)cc1 (stereo not given)	-1	-1	4	-6	-3	3	1	0	-5	0
Nc1cc(=O)[nH]c(SCC(=O)Nc2ncc(C(F)(F)F)cc2Cl)n1	-3	-10	4	2	6	7	4	-4	4	1
CC(=O)C1=C(O)C(=O)N(c2ccccn2)C1c1ccccc1[N+](=O)[O-] (stereo not given)	-1	3	1	6	10	2	1	3	-1	14
Cc1cc(C)cc(NC(=O)Nc2ccc(NC(=O)c3ccccc3O)cc2)c1	2	0	2	15	3	-4	-1	0	-3	7
COc1ccc(C(=O)NCC(=O)NCc2ccc3c(c2)OCO3)cc1[N+](=O)[O-]	0	-3	-1	2	9	3	-1	0	1	7
Cc1cc(C)cc(NC(=O)CCN2C(=O)c3ccccc3C2=O)c1	-1	-5	2	1	2	0	-9	-5	-3	-9
O=C(OCC#CCSc1nnc(-c2cccc3ccccc23)o1)c1ccsc1	-1	-1	.	.	3	0	.	-1	-3	-18
CC(=O)Nc1scc(C)c1-c1nc2ccccc2s1	3	5	-15	11	-5	-14	-7	2	-12	-9
CCn1c(SCc2c(Cl)cccc2Cl)nnc1-c1nn(-c2ccccc2)ccc1=O	-1	-2	4	-8	-4	-4	-2	1	7	2
CC1(C)C(=O)Nc2ccccc2N1C(=O)COC(=O)c1cccnc1Cl	-4	0	4	4	14	0	-4	-5	-5	-2
CC(C)[C@H](NS(=O)(=O)c1ccccc1)C(=O)OCc1cc([N+](=O)[O-])cc2c1OCOC2	2	3	-1	-1	-1	-4	-1	-1	7	-7
COc1ccc(C(C)=O)cc1COC(=O)CNC(=O)c1ccc(F)cc1	1	3	1	1	-6	4	4	-1	-3	-6
CC1CN(C(=O)c2ccc(NS(=O)(=O)c3ccc(F)c(F)c3)cc2)CC(C)O1 (stereo not given)	-3	2	1	-1	-1	-1	3	0	0	-3
COc1ccccc1C(=O)Nc1ccc(OCC(=O)N2CCCCC2C)cc1 (stereo not given)	1	-4	2	1	7	1	1	-3	0	-4
CCC(=O)n1nc(-c2ccccc2)nc1NCc1ccccc1	2	12	6	1	-10	-7	3	5	6	-12
CC(C)(C)C(=O)NNC(=O)c1cc2sccc2s1	11	3	-2	1	1	0	8	-1	-5	5
Cc1cccc(N=CC=C2OC(C)(C)C(C)(C)O2)c1	-1	1	0	-1	2	2	2	6	0	-9
C(=N\N1CCN(c2ccccn2)CC1)/C1=C(N2CCOCC2)C(=C/c2ccccc2)/CC1	2	-2	7	3	4	5	-3	4	4	-1
Cc1nccn1CC(O)COC1CCCCC1 (stereo not given)	1	0	4	-2	2	-5	3	-2	1	10
CCOC(=O)c1c(S(=O)(=O)N2CCN(Cc3ccccc3)CC2)c(C)n(C)c1C	-1	-1	3	-6	-2	3	3	2	3	3
CCc1ccc2[nH]c(C(=O)Nc3ccc4c(c3)OCO4)cc2c1	-2	4	1	13	10	-6	4	-1	2	12
O=C1N(Cc2cccc(Cl)c2)C[C@@H]2C[C@@H](c3cccn3-c3cccnc3)N3CCC[C@@]123	-2	1	-3	-7	-2	-33	-1	-1	-15	3
O=C(Nc1nccs1)c1ccc(COc2c(F)c(F)cc(F)c2F)cc1	7	8	-11	2	-8	-1	-5	9	-7	-9

# Screening data deposited in PubChem BioAssay by several laboratories.
